# HSF-1 act – HSF-1 activators, primary screen, NIH3T3-HGL cells, MG132 stress, luminescence, single point | activation, % at 9 µM | NIH3T3-HGL HSF-1 luciferase reporter, 8 h; 100% = twice DMSO control signal | actives 1.7% (n = 300,000);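 active = mean replicate activation of at least 50% with a set share of replicates each reaching 50%; inconclusive = only one of those two conditions met; inactive = mean below 50% and too few replicates reaching it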;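 note: 0% = median of the neutral control wells and 100% = twice that signal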
# HSP90 inh – HSP90 inhibitors, primary screen, cell lysate, luminescence; Heat shock protein HSP 90 (rabbit reticulocyte lysate; luciferase refolding); Rabbit reticulocyte lysate, luciferase refolding luminescence, 3 h; inhibition, % at 5.6 µM; actives 0.91% (n = 290,000); AID 1789, 2009;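 active = inhibition above the screen-wide mean plus 3 SD, computed separately per campaign, cut at about 16% in these data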;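 note: 0% = DMSO wells and 100% = 60 µM geldanamycin wells; inhibitors lower the luminescence because luciferase stays unfolded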
# KLF5 inhibitor – KLF5 expression inhibitors, primary screen, DLD-1 cells, luminescence; DLD-1 KLF5 promoter-luciferase reporter; inhibition, % at 5 µM; actives 0.23% (n = 290,000);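 active = inhibition above a per-plate limit of that plate's mean compound inhibition plus 3 SD, cut at about 60% in these data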;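 note: 0% = DMSO wells and 100% = LY294002 at 200 µM; higher means less KLF5 promoter-driven luciferase light; inactives centre near -14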
# HDAC3 inhib – HDAC3 deacetylase inhibitors, primary screen, biochemical, fluorescence, cell-free homogeneous; Histone deacetylase 3 (Homo sapiens), O15379; inhibition, % at 8.3 µM; actives 0.15% (n = 320,000); recombinant HDAC3, fluorogenic peptide/trypsin coupled; in the data active = inhibition above about 26%, passing the limit was not always enough; inconclusive = no clear call, values can overlap the other calls
# Target sequence (O15379 whole entry, looked up): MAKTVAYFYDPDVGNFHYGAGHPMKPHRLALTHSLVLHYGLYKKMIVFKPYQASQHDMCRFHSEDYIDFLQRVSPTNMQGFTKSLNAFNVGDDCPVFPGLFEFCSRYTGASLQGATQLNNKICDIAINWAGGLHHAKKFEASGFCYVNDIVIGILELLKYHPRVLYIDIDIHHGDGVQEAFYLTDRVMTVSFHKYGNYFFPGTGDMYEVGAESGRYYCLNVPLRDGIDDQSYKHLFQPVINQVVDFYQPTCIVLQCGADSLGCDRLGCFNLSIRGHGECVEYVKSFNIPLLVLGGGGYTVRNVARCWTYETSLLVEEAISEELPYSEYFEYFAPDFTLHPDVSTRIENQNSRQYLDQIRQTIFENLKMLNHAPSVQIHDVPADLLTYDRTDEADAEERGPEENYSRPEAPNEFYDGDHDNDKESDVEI
# Platelet DG rel – inhibitors of platelet dense granule secretion, primary screen, cell-based, MLPCN, human platelets; inhibition, %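 (compounds screened at 7.5 µM in platelet-rich plasma)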; human platelet-rich plasma, SFLLRN dense granule ATP release, luminescence; actives 0.22% (n = 300,000);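 active = mean replicate score, as percent of positive control, at or above 50; inconclusive = mean below 50 but at least one replicate at or above 50; inactive = mean and every replicate below 50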
# HIF act – HIF pathway transcriptional activators, primary screen, cell-based, U2OS HRE-luciferase, luminescence | AID 1910, 2009 | U2OS HRE-luciferase reporter; normalized: DMSO 0%, desferrioxamine 100% | actives 0.32% (n = 300,000) | activation, % at 7.5 µM (by protocol);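 active = mean activation of at least 10% of the iron chelator positive control signal, with at least half of replicates also reaching 10%; inconclusive = mean and replicate majority disagree about reaching 10%; inactive = mean and most replicates under 10%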
# AI-2 QS modul – Vibrio harveyi AI-2 quorum sensing modulators, primary screen, JMH597 strain, luminescence/OD600 ratio; activity change, % at 7.5 µM; actives 0.4% (n = 300,000); Vibrio harveyi JMH597 AI-2 luminescence/OD600 ratio, 9 h; hits give low values; strain lacks LuxN and CqsS sensors; 0 = neutral-control median; AID 2094, 2009; in the data active = activity change below about -75%, passing the limit was not always enough; inconclusive = no clear call, values can overlap the other calls;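 note: luminescence divided by OD600 gain over 9 h not by final OD600 alone; inactives centre near 13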
# HSF1 inh – HSF1 inhibitors in luciferase reporter cells, primary screen, cell-based, NIH3T3, luminescence. AID 2098, 2009. NIH3T3-HGL HSE-luciferase, MG132-induced, luminescence 8 h; hits give low values. actives 0.77% (n = 300,000). activity change, negative = inhibition, % at 7.5 µM (by protocol);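 active = more than half of replicate wells show activity change below -50%, luminescence cut by over half; inconclusive = some wells, but at most half, below -50%; inactive = no replicate well below -50%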;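 note: luciferase reports HSF-1 transcriptional activity via heat shock element; 0% = median of DMSO wells and -100% = zero luminescence signal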
# aSyn 5UTR inh – MLPCN primary screen, SNCA 5' untranslated region | alpha-synuclein 5'UTR reporter, inhibitor activity | inhibition, % (tested at 7.5 µM) | actives 0.82% (n = 300,000) | AID 1813, 2009; in the data active = inhibition above about 60%; inconclusive = no clear call, values can overlap the other calls;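 note: H4 neuroglioblastoma cells stably carrying SNCA 5'UTR luciferase fusion; 0% = DMSO wells and 100% = positive control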
# IEC-6 cytotox – cytotoxicity in IEC-6 intestinal epithelial cells, primary screen, cytotoxicity control for KLF5 inhibitor project, cell-based, luminescence | IEC-6 cytotoxicity, luminescence viability | inhibition, % at 5 µM | actives 0.78% (n = 290,000) | AID 1825, 2009; in the data active = inhibition above about 22%;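 note: 0% = plate median of test compound wells and 100% = cytotoxic reference compound wells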
# The depositor's hits bear a star; ? = inconclusive; · = no result given.
SMILES,HSF-1 act,HSP90 inh,KLF5 inhibitor,HDAC3 inhib,Platelet DG rel,HIF act,AI-2 QS modul,HSF1 inh,aSyn 5UTR inh,IEC-6 cytotox
CCOc1cc(/C=C(\C#N)c2nc(-c3cccs3)c(NC(C)=O)s2)ccc1O,-5,-8,-21,?,1,0.2,13,-5,-34,-8
COc1ccc(C(Nc2ccccn2)c2c(NC(=O)c3ccco3)sc(C)c2C)cc1OC (stereo not drawn),35,-5,-58,-8,0,1.4,46,16,-10,-2
N#Cc1cc(NCC2CCCO2)c([N+](=O)[O-])cc1C#N (stereo not drawn),10,4,1,-1,-1,0.0,18,4,-7,-8
Cc1cc(NC(=O)CSc2nc3ccsc3c(=O)n2Cc2ccccn2)n[nH]1,8,0,-78,4,-2,1.3,3,-1,-79,0
CCc1sc(C(=O)Nc2nccs2)cc1C,28,15,-172,10,9,2.0,3,16,-123,-6
COc1ccc(C(OC(=O)c2ccco2)C(=O)NC2CCCCC2)cc1OC (stereo not drawn),-1,7,-25,2,0,-0.7,29,-6,2,2
Cc1cc(C(=O)CSc2nnnn2C)c(C)n1C1CC1,29,0,-74,5,-5,2.6,28,10,-69,0
Cc1cccc(N=Nc2c(O)[nH]c3ccc(F)cc23)c1,40,-4,-51,-7,0,4.4,16,31,-147,4
NC(=O)C1CC(=O)N(c2ccc(OCC(=O)Nc3cccc(C(F)(F)F)c3)cc2)C1 (stereo not drawn),-9,-2,13,8,-4,1.8,27,-2,2,1
Cc1cnc(C(=O)N2CCCC(C(=O)c3ccc(Cl)cc3C)C2)cn1 (stereo not drawn),7,0,-15,1,?,-0.1,8,2,-1,2
CCc1ccc(NC(=O)CSc2nc3ccccc3c(=O)n2CCN2CCOCC2)cc1,-10,-3,-60,2,4,-0.3,30,-3,26,-2
NC(=O)C1CCN(C(c2ccccc2)c2nnnn2C2CCCC2)CC1 (stereo not drawn),-1,4,-23,-3,7,0.5,17,-3,7,6
CCCN1C(=O)C2(OCCO2)c2cc(Cl)ccc21,-13,-3,-32,0,1,-0.9,11,-5,8,2
CCc1ccc(N2CC(C(=O)N/N=C/c3cccc([N+](=O)[O-])c3)CC2=O)cc1 (stereo not drawn),9,-3,-24,0,15,0.0,26,4,12,-1
Cc1ccc2c(c1)cc1c(=O)n(CC(=O)N(C)c3ccccc3)nc(C)n12,0,-8,-10,-4,23,0.0,19,-1,10,-6
CC(OC(=O)CSc1ccc(F)cc1)C(=O)NC1(C#N)CCCCC1 (stereo not drawn),-8,0,-11,2,-4,-1.2,19,-6,9,3
OC1CCN(Cc2ccc3ccccc3c2)CC1,-6,-3,-42,3,2,-0.6,26,-3,-6,-2
COc1ccc(-c2nnc(NC(=O)CS(=O)(=O)c3ccc(F)cc3)o2)c(OC)c1,3,·,·,0,8,-0.1,14,0,-7,·
CSCCC(NC(=O)c1ccccc1Br)C(=O)N1CCCC(C(F)(F)F)C1 (stereo not drawn),-3,-3,-9,-2,5,-0.6,10,5,-5,-7
O=C(Nc1ccc(Cl)cc1F)c1ccccc1Br,36,6,-157,-1,1,3.0,23,10,-207,8
O=C1CC(c2ccccc2)Cc2nc(NCc3ccco3)ncc21 (stereo not drawn),15,-4,-34,6,18,1.8,20,1,46,-9
CCCC1(C(=O)OC)NC(c2ccco2)C2C(=O)N(c3ccc(C)cc3)C(=O)C21 (stereo not drawn),-6,2,-11,-1,0,-0.1,14,-11,-9,-3
O=C(Nc1ccc(Cl)cc1)Nc1cccc2nsnc12,39,-2,-135,-4,6,5.2,-27,19,-126,10
Cc1ccc(-c2n[nH]c(=O)c3ccccc23)cc1S(=O)(=O)N(C)CCO,9,-2,-26,1,-1,0.0,3,-5,25,4
C=CCn1c(COC)nnc1SCC(=O)c1ccc(F)cc1,2,1,-52,5,7,1.0,34,3,-9,6
CN(NC(=O)Nc1ccccc1)c1cnn(C)c(=O)c1Cl,·,-3,-22,-3,·,·,26,·,·,0
CCc1ccc(-c2csc(NC(=O)COC(=O)CCc3nc4ccccc4s3)n2)cc1,42,-4,-66,-7,3,2.2,15,19,-109,-10
Cc1cccc(NC(=O)CN(C2=NC3CS(=O)(=O)CC3S2)c2ccccc2F)c1 (stereo not drawn),3,-1,-6,-1,-2,-0.3,0,3,20,7
CCCC(=O)Nc1cccc(NC(=O)c2ccccc2Br)c1,·,-2,-16,-7,86*,·,4,·,·,4
Cc1ccc(OCC(=O)NNC(=O)c2cc3ccccc3o2)cc1C,-2,-2,-34,4,-1,-0.1,13,-4,-6,1

# Compounds listed so far with a CF3 group (2):
SMILES,HSF-1 act,HSP90 inh,KLF5 inhibitor,HDAC3 inhib,Platelet DG rel,HIF act,AI-2 QS modul,HSF1 inh,aSyn 5UTR inh,IEC-6 cytotox
NC(=O)C1CC(=O)N(c2ccc(OCC(=O)Nc3cccc(C(F)(F)F)c3)cc2)C1 (stereo not drawn),-9,-2,13,8,-4,1.8,27,-2,2,1
CSCCC(NC(=O)c1ccccc1Br)C(=O)N1CCCC(C(F)(F)F)C1 (stereo not drawn),-3,-3,-9,-2,5,-0.6,10,5,-5,-7

# The list continues.
SMILES,HSF-1 act,HSP90 inh,KLF5 inhibitor,HDAC3 inhib,Platelet DG rel,HIF act,AI-2 QS modul,HSF1 inh,aSyn 5UTR inh,IEC-6 cytotox
O=C1c2ccccc2-c2nc3ccccc3nc21,22,-1,-131,6,9,1.6,17,19,-182,4
CC(NC(=O)c1ccc(NS(C)(=O)=O)cc1)c1ccccc1 (stereo not drawn),30,0,6,4,3,0.1,11,3,14,2
Fc1cccc(/C=N/Nc2nc3ccccc3[nH]2)c1,31,4,-126,5,6,5.0,17,3,-160,9
Cc1ccc(C2=C(CC(=O)O)C(=O)CC2)cc1,-5,1,-4,-3,1,0.4,36,-4,-22,3
COc1coc(C(O)CN)cc1=O (stereo not drawn),17,4,-14,6,3,-0.2,2,-7,4,1
O=C(Nc1ccccc1F)c1ccccc1-c1ccccc1,-16,0,-45,2,1,0.0,10,-2,2,-3
Cc1cc(C(=O)CN2C(=O)NC3(CCCCC3C)C2=O)c(C)n1Cc1cccs1 (stereo not drawn),0,-2,-110,5,-14,2.8,13,-5,-165,3
Cc1nc2ccc(NC(=S)NCc3ccccc3)cc2nc1C,20,-4,-43,2,2,1.6,17,8,-80,-2
CCc1nnc(NC(=O)CCc2c[nH]c3ccccc23)s1,9,-2,-34,-2,0,-0.2,3,4,-18,-2
CCn1ccc(C(=O)N2CCOCC2)n1,42,3,-8,0,-1,-0.3,15,7,-8,3
Cc1cccc(NC(=O)c2ccc(NC(=O)CC3SC(N4CCCC4)=NC3=O)cc2)n1 (stereo not drawn),-11,·,·,1,-4,0.5,·,0,-22,·
Cc1c(OCC(=O)N[C@@H](Cc2c[nH]c3ccccc23)C(=O)O)ccc2c1oc(=O)c1ccccc12,4,0,14,0,1,-0.1,9,-5,2,-5
CC(NC(=O)c1ccc(NC2=NC3CS(=O)(=O)CC3S2)cc1)c1ccccc1 (stereo not drawn),-21,-1,-2,5,1,-0.1,19,-4,6,-2
CCc1cccc(CC)c1NC(=O)COC(=O)Cc1ccsc1,-2,-1,-10,-4,-6,0.4,-5,9,0,-3
COC(=O)Cc1ccc(NC(=S)N2CCC(Cc3ccccc3)CC2)cc1,5,-4,-38,?,-2,1.5,2,0,2,-10
CCOC(=O)c1c(-c2ccc(C)cc2)csc1/N=C/N(C)C,·,-1,-11,0,4,0.1,21,·,34,-6
NC(=O)c1nsc(C(=O)N(CC(=O)NC2CCCCC2)c2cccc(F)c2)c1N,9,-3,-10,4,1,0.6,8,-8,-20,-10
CC(C)(C)C1=CC=C(C(C)(C)C)C(=O)C1=O,-5,7,-29,·,3,0.0,9,2,-73,3
NC(N)=N/N=C/c1cccc(Cl)c1Cl,4,-5,-4,12,1,-1.2,7,-7,-2,0
CCC(c1nnc(SCC(=O)NCC2CCCO2)n1Cc1ccccc1)N(C)C (stereo not drawn),9,2,-16,-3,-3,0.0,·,2,-13,0
O=C1N/C(=C/c2cccn2-c2ccccc2)C(=O)N1c1cccc(Cl)c1,-56,13,-58,1,2,1.4,-4,-47,-65,11
CCN(CC)S(=O)(=O)c1cc(NC(=O)COC(=O)CCC(=O)c2ccc(F)cc2)ccc1C,-14,-3,-10,13,-11,-0.3,7,-13,5,-6
O=C(Cc1ccccc1)Nc1c(Cl)ccc2nsnc12,4,2,-16,3,1,-0.2,26,-4,13,-7
O=C(O)c1ccc(-c2nc3scc(-c4ccccc4)c3c(=O)[nH]2)cc1,-5,2,-6,1,-2,0.4,-2,-3,-5,-1
Cn1c(SCC(=O)NNC(=S)Nc2ccccc2)nnc1-c1ccncc1,-10,-6,-12,1,-4,0.1,12,-15,18,-5
CN(CC(=O)NCCC1=CCCCC1)S(=O)(=O)c1ccc2c(c1)c(=O)n(C)c(=O)n2C,·,0,3,1,·,·,·,·,·,3
Cc1ccc2nc(C3CCCN(C(=S)Nc4cccc(C)c4C)C3)[nH]c2c1 (stereo not drawn),10,1,2,6,-5,-0.5,-7,-3,-3,-3
N#C/C(=C\c1cn(Cc2ccccc2)c2ccccc12)C(=O)NCc1ccco1,75*,3,9,5,-8,0.2,-2,42,68*,2
CCOC(=O)C1CCCN(C(=O)c2cnn3c(C(F)(F)F)cc(-c4ccccc4)nc23)C1 (stereo not drawn),-18,3,-9,1,-3,-0.2,6,-4,24,3
O=C1NC(=O)/C(=C\c2ccc(Oc3cnccn3)cc2)S1,32,0,-24,3,-8,1.0,22,15,-191,0
Cc1ccc(NC2=C/C(=N/S(=O)(=O)c3cccs3)c3ccccc3C2=O)cc1C,11,2,-19,7,6,1.1,2,2,-155,-3
COc1ccc(-c2onc(C)c2-c2cscn2)c(O)c1,5,0,-12,0,-2,-0.1,-1,9,23,-6
C=CCNC(=S)NNc1nc2c(c(=O)[nH]1)C1(CCCC1)Cc1ccccc1-2,-7,-4,-7,1,-3,-0.2,12,-1,35,0
CC(=O)NC(Cc1ccccc1F)C(=O)NC1CCN(c2ncccc2[N+](=O)[O-])CC1 (stereo not drawn),-2,1,1,0,18,-0.2,27,5,-3,-8
Cc1cc2c3c(c1)C(C)CC(C)(C)N3C(=O)C2=C(C#N)C#N (stereo not drawn),-2,0,-6,2,24,-0.9,·,-6,-4,1
O=C(O)CCC(=O)Nc1ccc(Br)cc1C(=O)c1ccc(Cl)cc1,-7,-3,-32,·,0,-1.3,10,-9,10,0
C=CCn1c(SCc2ccc(F)cc2)nc2c1c(=O)[nH]c(=O)n2C,16,1,-18,0,-31,0.0,-5,10,37,-3
CCOC(=O)c1nnn(-c2nonc2N)c1-c1ccccc1,1,-1,-19,7,-3,-0.2,-1,-1,22,4
CCCOc1ccc(NC(=O)C(=O)NCCCn2ccnc2)cc1,-10,3,9,5,-1,-0.7,13,8,31,5

# Screening data: PubChem BioAssay, several laboratories
